Screening data: PubChem, several laboratories
GlmU inhibition = inhibition of mycobacterial GlmU enzyme – biochemical, glucosamine-1-phosphate acetyltransferase (AID 1376); M. tuberculosis GlmU acetyltransferase enzyme assay; higher % means a stronger effect; inhibition, %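 (tested at 30 µM in the primary screen)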; hits with a dose series show IC50 in µM; 220,000 tested, 0.25% active; in the data active means inhibition above about 13%; inconclusive means no clear call, values can overlap the other calls;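 further: 0% = complete reaction with vehicle and 100% = reaction without substrate; strong numbers were not always called active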
RmlCD inh 1536 = blocks M. tuberculosis RmlC and RmlD coupled enzymes. RmlC+RmlD coupled enzyme assay, percent inhibition; primary screen in compound mixtures. inhibition, % at 3.6 µM. 160,000 tested, 0.03% active; in the data active means inhibition mostly above about 34%, no sharp cut-off; inconclusive means no clear call, values can overlap the other calls; inactive means mostly below about 22%; further: some results filed as inactive read as strong as hits
Target sequence (P9WH09 whole entry, looked up): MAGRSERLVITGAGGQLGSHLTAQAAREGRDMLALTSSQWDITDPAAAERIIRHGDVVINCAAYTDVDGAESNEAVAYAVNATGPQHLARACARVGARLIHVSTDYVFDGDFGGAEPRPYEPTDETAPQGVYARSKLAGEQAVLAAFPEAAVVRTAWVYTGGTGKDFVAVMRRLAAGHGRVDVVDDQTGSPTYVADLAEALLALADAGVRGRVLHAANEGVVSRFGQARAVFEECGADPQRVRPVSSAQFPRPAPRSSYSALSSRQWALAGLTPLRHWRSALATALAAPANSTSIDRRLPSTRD
Target sequence (P9WH11 whole entry, looked up): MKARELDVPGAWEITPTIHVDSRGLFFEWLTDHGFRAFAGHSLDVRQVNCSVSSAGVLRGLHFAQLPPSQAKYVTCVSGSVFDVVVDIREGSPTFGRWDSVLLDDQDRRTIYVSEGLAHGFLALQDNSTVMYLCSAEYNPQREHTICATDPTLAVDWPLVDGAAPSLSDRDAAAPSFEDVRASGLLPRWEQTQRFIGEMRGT
* = called active by the depositor; ? = inconclusive; . = no result given; & = joins results of further samples.

Order of values – GlmU inhibition	RmlCD inh 1536
CC(Oc1ccccc1Br)C(=O)N1CCc2ccccc21 (stereo not given)
→ 0.9%	.
Cc1nc2ccccc2nc(C)c1=NOCc1ccc(Cl)cc1Cl
→ 1.6%	-9
CCCNC(=O)COC(=O)/C=C/c1cccc(F)c1
→ -5.5%	-3
CC[C@@]1(O)C(=O)OCc2c1cc1n(c2=O)Cc2cc3c(N)cccc3nc2-1
→ 4.3%	5
O=C(NNS(=O)(=O)c1ccccc1Cl)c1nn(-c2ccc(F)cc2)ccc1=O
→ .	20
CCn1cc([N+](=O)[O-])c(C(=O)Nc2nc(-c3ccc(C)cc3)c(C)s2)n1
→ .	13
CC(C)=NNC(=O)c1c(O)c2ccccc2[nH]c1=O
→ 0.8%	83
O=C(O)C1CCCCC1C(=O)NCCCc1ccccc1 (stereo not given)
→ -3.0%	-14
CCN(C(=O)CSc1cc(C)c2ccccc2n1)C1CCS(=O)(=O)C1 (stereo not given)
→ -6.7%	3
Cc1cc(C)c(NC(=O)COC(=O)CSc2ccc(Br)cc2C)c(C)c1
→ 6.2%	.
Cc1csc(NC(=O)c2cccc(C)c2C)n1
→ -2.1%	0
CCC(=O)Nc1ccc(C(=O)NNC(=O)c2cc([N+](=O)[O-])cc([N+](=O)[O-])c2)cc1
→ -3.0%	2
CCCN1Cc2cccc(C(=O)N3CCN(c4ccccc4)CC3)c2C1=O
→ -2.6%	-6
Cc1nc(Nc2ccc(Cl)c(Cl)c2)sc1C(=O)Nc1ccccc1
→ -3.8%	.
COc1cccc(NC(=O)COC(=O)c2c3c(nc4ccccc24)CCC(C)C3)c1 (stereo not given)
→ -1.1%	.
CCOC(=O)c1cc(-c2ccccc2)sc1NC(=O)CN1C(=O)NC(CC)(c2ccc(F)cc2)C1=O (stereo not given)
→ 2.2%	.
CC(=O)/C(=N\Nc1ccccc1)Sc1nnc(-c2ccccc2)n1-c1ccccc1
→ -0.3%	.
CC(=O)N(c1c(C)n(C)n(-c2ccccc2)c1=O)C1(C(=O)NC2CCCCC2)CCCCC1
→ 1.8%	-8
Cc1ccccc1S(=O)(=O)Cc1ccc(C(=O)NCCCN2CCN(C)CC2)o1
→ 7.7%	-7
COC(=O)C(C)N(C(=O)c1ccc(C(=O)c2ccccc2)cc1)c1c(C)cccc1C (stereo not given)
→ -0.2%	.
O=C(OCc1c(Cl)cccc1Cl)c1ccncc1
→ 5.7%	107
C/C(CC(=O)NCc1ccco1)=N\NC(=O)Cc1cccc2ccccc12
→ 6.9%	3
COCCn1c(SCC(=O)Nc2cccc(OC)c2)nnc1-c1ccc(Cl)cc1
→ -2.4%	-4
O=C(Cn1nnc(-c2cccc(C(F)(F)F)c2)n1)NNS(=O)(=O)c1cccc(C(F)(F)F)c1
→ 1.4%	.
Cc1c(C(=O)N2CCN(c3ccc(F)cc3)CC2)sc2nc(-c3ccccc3)cn12
→ 8.5%	.
Cc1cc(C)cc(NC(=O)c2ccccc2NC(=O)CCC(=O)O)c1
→ -5.6%	3
CCOC(=O)CCSc1nc(C)c2cc(OC)ccc2n1
→ 3.4%	.
Cn1nnnc1SC1CC(=O)N(c2ccccc2)C1=O (stereo not given)
→ 0.7%	.
O=S(=O)(c1ccc(Cl)cc1)N1CCN=C1SCc1cccnc1
→ .	2
Cc1cccn2c(=O)c(C=NCc3ccco3)c(Nc3ccc(SC(F)F)cc3)nc12
→ 3.6%	5

Four of the compounds above, as labelled records.
SMILES: CC(=O)N(c1c(C)n(C)n(-c2ccccc2)c1=O)C1(C(=O)NC2CCCCC2)CCCCC1
- GlmU inhibition = 1.8%
- RmlCD inh 1536 = -8
SMILES: Cc1ccccc1S(=O)(=O)Cc1ccc(C(=O)NCCCN2CCN(C)CC2)o1
- GlmU inhibition = 7.7%
- RmlCD inh 1536 = -7
SMILES: COC(=O)C(C)N(C(=O)c1ccc(C(=O)c2ccccc2)cc1)c1c(C)cccc1C (stereo not given)
- GlmU inhibition = -0.2%
- RmlCD inh 1536 = .
SMILES: O=C(OCc1c(Cl)cccc1Cl)c1ccncc1
- GlmU inhibition = 5.7%
- RmlCD inh 1536 = 107

Whole records, looked up by structure:
COCCn1c(SCC(=O)Nc2cccc(OC)c2)nnc1-c1ccc(Cl)cc1 is entered as GlmU inhibition = -2.4%; RmlCD inh 1536 = -4
CCCN1Cc2cccc(C(=O)N3CCN(c4ccccc4)CC3)c2C1=O is entered as GlmU inhibition = -2.6%; RmlCD inh 1536 = -6

Remaining list, next part:
Order of values – GlmU inhibition	RmlCD inh 1536
O=C(CN1CCN(c2ccc(F)cc2)CC1)Nc1cccc(C(F)(F)F)c1
→ -3.2%	.
COCCNC(=O)c1ccc(N2CCC3(CC2)OCCO3)c([N+](=O)[O-])c1
→ 3.6%	-12
CCN(CC(=O)Nc1ccc2c(c1)OCCO2)C(=O)/C=C/c1ccc(F)cc1
→ -2.6%	.
CCc1nc(SCCO)c2oc3ccccc3c2n1
→ 10%	16
Cc1cccc(Cn2c(=O)c3c(nc4n3CCN4Cc3ccco3)n(C)c2=O)c1
→ -3.5%	.
CCOc1cc2[nH]c(=O)n(CC3CCC(C(=O)NCCCOC)CC3)c(=O)c2cc1OCC (stereo not given)
→ 1.1%&-1.5%	.
COc1cccc(CNC(=O)Cc2ccc(Br)cc2)c1
→ -1.1%	6
COc1ccc2oc3cc(C)[n+]([O-])c(-c4ccc(Cl)cc4)c3c2c1
→ 1.3%	7
Cc1nn(C)c(C)c1S(=O)(=O)N(CC(=O)Nc1nccs1)c1ccc(C(C)C)cc1
→ 7.6%	9
OC1CC(c2ccco2)NC2(CCCCC2)C1 (stereo not given)
→ 0.7%	-1
CSc1nnc(Cn2c(=O)sc3ccccc32)n1-c1cccc(Cl)c1
→ 10%	11
CCN(CC)C(=O)CSc1nnnn1-c1ccc(F)c(Cl)c1
→ -1.1%	.
N#Cc1ccsc1NC(=O)CN1CCN(S(=O)(=O)c2ccc3ccccc3c2)CC1
→ 2.3%	0
Cc1ccc(OCCn2cc(/C=C3\C(=O)NN(c4ccccc4)C3=O)c3ccccc32)cc1
→ 3.0%	.
O=C(CCl)N(C/C=C/c1ccccc1)c1ccc2c(c1)OCCO2
→ 0.6%	.
COc1ccc(N2CCN(Cc3cc4c(cc3O)CCC4)CC2)cc1
→ 3.4%	8
c1ccc(Nc2ncnc3sc4c(c23)CCC4)cc1
→ -1.8%	-12
COCCN(Cc1cc2cc(C)ccc2n2nnnc12)C(=S)Nc1ccccc1C
→ -9.3%	-4
CCOC(=O)CSc1ncc(-c2ccc([N+](=O)[O-])cc2)[nH]1
→ 1.9%	-9
Cc1cc(C(=O)N2CCCC(C(=O)c3ccc4ccccc4c3)C2)nn1C (stereo not given)
→ -5.1%	-4
C=CCn1c(SCC(=O)Nc2ccc3c(c2)OCO3)nnc1-c1cc(Br)ccc1O
→ 0.6%	2
CCNCc1cc([N+](=O)[O-])ccc1OCC
→ 2.2%	10
O=C(c1ccccc1)N1CCN(CC2CC=CCC2)CC1 (stereo not given)
→ 2.4%	-4
Oc1ccccc1/C=N/Nc1cc(N2CCCC2)nc(N2CCCC2)n1
→ -1.9%	28
CSC1=NSC2=NC(=O)/C(=C/c3coc4ccccc4c3=O)C(=N)N12
→ 8.9%	-13
O=C(NC(=S)Nc1cc(Cl)ccc1O)c1cccc(Br)c1
→ 2.6%	-11
CC(C)OP(=O)(OC(C)C)C(C)NC(=O)Cc1ccccc1 (stereo not given)
→ 6.9%	-5
COc1ccc(NC(C)=O)cc1S(=O)(=O)Nc1ccccc1C(=O)N1CCCC1
→ 0.1%	7
O=C(c1cc2ccccc2cc1OCC(O)CN1CCCCC1)N1CCCCC1 (stereo not given)
→ -2.0%	-5
O=C(Nc1nccs1)C1CCN(S(=O)(=O)c2cccnc2)CC1
→ 8.4%	0

Later entries.
Order of values – GlmU inhibition	RmlCD inh 1536
CC(=O)NCCNS(=O)(=O)c1ccc(C)c([N+](=O)[O-])c1
→ 2.2%	-8
Clc1ccc(OCc2nc3ccccc3[nH]2)cc1
→ 1.3%	.
Cc1cc(C(=O)Nc2ccon2)c(C)o1
→ 1.2%	-11
CCOC(=O)CC(N)c1cccc([N+](=O)[O-])c1 (stereo not given)
→ 1.8%	.
Brc1c(OCCOCCn2cncn2)ccc2ccccc12
→ 0.1%	6
O=c1[nH]c(=O)n(Cc2ccccc2)c(O)c1/C=C1\C=Nc2ccccc21
→ -1.8%	-10
COc1cc(/C=N\n2nnnc2N)ccc1OCc1ccc(F)cc1
→ 8.9%	.
O=C(O)CCn1cc(/C=C2/NC(=S)N(c3ccccc3)C2=O)c(-c2ccccc2)n1
→ 2.5%	.
COc1ccccc1N(CN1CCCC1=O)C(=O)c1ccccc1F
→ 0.9%	.
COc1ccc2nc(NC(=O)CSc3ccccc3)sc2c1
→ -0.3%	8
Cc1nonc1C1CCCN1Cc1nc(-c2ccccc2Cl)oc1C (stereo not given)
→ 2.1%	1
Cc1nc2ccccc2n1-c1ccccc1
→ 0.6%	5
O=C(Nc1nnc(SCC(=O)N2CCCCC2)s1)C1CCCCC1
→ 7.3%	-2
OC(Cn1cncn1)c1ccc(Cl)cc1Cl (stereo not given)
→ -0.7%	5
COc1cc(NC(=O)C2CC(=O)NC3=C2C(=O)CC(C)(C)C3)c(OC)cc1Cl (stereo not given)
→ 0.9%	-17
O=C(/C=C/c1ccccc1[N+](=O)[O-])NCc1ccc(Cl)cc1
→ 3.3%	.
CC(=O)Nc1ccc(S(=O)(=O)N2CCN(C(=O)CCC3CCCC3)CC2)cc1
→ -4.8%	.
CCOCC(=O)N1CCN(c2ccc([N+](=O)[O-])cc2)CC1
→ 0.1%	12
Cn1nc(C(F)(F)F)c(C(=O)Nc2ccc(F)cc2F)c1Cl
→ -2.0%	11
COc1ccccc1NS(=O)(=O)c1ccc(C)c(C(N)=O)c1
→ -3.0%	.
O=C(NC1CCCC1)c1ccc([N+](=O)[O-])s1
→ -4.8%	-10
COCCn1nnnc1CN(CCCN1CCOCC1)Cc1cc2c(C)ccc(C)c2[nH]c1=O
→ -7.0%	.
CN1CC2([N+](=O)[O-])CC=C(Oc3ccccc3)C([N+](=O)[O-])(C1)C2 (stereo not given)
→ 2.4%	8
COc1ccc(C(CC(=O)O)NC(=O)COc2ccccc2OC)cc1OC (stereo not given)
→ 0.7%	19
COc1ccc2[nH]c(=O)c(CN(Cc3ccccc3OC)Cc3nnnn3CC3CCCO3)cc2c1 (stereo not given)
→ -3.6%	-17
Cc1ccc(-n2c(C)cc(C(=O)OCC(=O)N(CC(C)C)C3CCS(=O)(=O)C3)c2C)cc1 (stereo not given)
→ 0.1%	-4
O=C(O)c1ccc(N=Cc2c(O)n(Cc3ccc(F)cc3)c(=O)[nH]c2=O)cc1
→ -1.0%	15
CCOc1ccc(Cn2c(SCCCCC#N)nc3c2c(=O)n(C)c(=O)n3C)cc1OCC
→ 1.7%	?
CCOC(=O)c1nnn(-c2nonc2N)c1-c1ccccc1Cl
→ -2.8%	4
CCOc1ccccc1NC(=O)C12CC3CC(C1)CC(c1ccc(C)cc1)(C3)C2
→ 3.8%	.

New compounds follow:
mol,GlmU inhibition,RmlCD inh 1536
Cc1ccc(N2CC(C(=O)Nc3ccc(S(=O)(=O)N4CCCC4)cc3)CC2=O)cc1 (stereo not given),1.9%,-1
CC(=O)C(Cc1ccc(Cl)nc1)(Cc1ccc(Cl)nc1)C(C)=O,0.5%,9
O=C(COc1ccc(-c2ccccc2)cc1)N1CCN(C(=O)c2cccs2)CC1,-5.5%,-12
C/C=C(\C)C(=O)NCCN1C2=NC[C@H](Cc3ccccc3)N2C[C@H]1Cc1ccc(O)cc1,-11%,.
O=S1(=O)C=C(Oc2ccc3ccccc3c2)c2ccccc21,1.8%,.
COCCn1c(SCC(=O)c2ccc(CNC(C)=O)o2)nc2ccccc2c1=O,-1.3%,.
COc1ccc(CC(=O)Nc2cccc(C(=O)O)c2C)cc1,-0.3%,-3
O=C(NCc1ccco1)c1nc(-c2ccccc2)n(-c2ccccc2)n1,-0.6%,.
CN1CCN(CCC(=O)Nc2ccc(F)c(F)c2)CC1,0.8%,22
Cc1ccc(S(=O)(=O)n2[nH]c(=O)c(CCO)c2C)cc1,-5.3%,.
O=C(NC(=S)Nc1nc2c(s1)CCCC2)c1ccc(C(=O)c2ccccc2)cc1,-1.6%,11
Cc1cc(C)n(-c2ccc(Cl)c(C(=O)Nc3cc(C(F)(F)F)ccc3Cl)n2)n1,-0.5%,11
Cc1ccnc(N2CCC(C(=O)NCc3ccc4c(c3)OCO4)CC2)n1,3.9%,.
CC1CCCCN1c1nnc(NC(=O)c2cc(-c3ccc(Br)cc3)on2)s1 (stereo not given),3.5%,13
O=C(COc1ccccc1)N1CCN(S(=O)(=O)c2cccc([N+](=O)[O-])c2)CC1,2.1%,.
O=C1c2ccccc2C(=O)N1Cc1nc2ccccc2c(=O)n1Cc1ccco1,-1.5%,.
O=C(COC(=O)[C@@H]1CC(O)CN1S(=O)(=O)c1ccc2c(c1)OCCO2)NCc1ccc(F)cc1 (stereo not given in full),6.4%,13
FC(F)(F)c1cc(-c2cccs2)nc(NCc2ccco2)n1,1.1%,.
CCN(CC)S(=O)(=O)N1CCC(C(=O)N2CCC3(CC2)OCCO3)CC1,3.9%,-12
O=C(NC1CCCC1)C(c1ccccn1)N(C(=O)c1csnn1)C1CCCC1 (stereo not given),3.5%,.

The listing continues.
mol,GlmU inhibition,RmlCD inh 1536
Cc1ccc(S(=O)(=O)N(C)c2c(C)ccc(S(=O)(=O)NC(C)(C)C)c2C)cc1,1.8%,.
Cc1cc(C(=O)OCC(=O)c2c(N)n(C)c(=O)n(C)c2=O)c(C)n1-c1ccccc1,2.5%,-7
COc1cccc(OC)c1C(=O)OCC(=O)NC(=O)NCc1ccccc1,1.9%,-10
CC1(C)N=C(N)NC(Nc2ccccc2)=N1,2.2%,37
S=c1nc(C2COc3ccccc3O2)[nH][nH]1 (stereo not given),2.6%,-17

A portion of the library, so the mix of outcomes need not match the whole.
